From PubChem
IMP-1 inh – inhibitors of Pseudomonas aeruginosa IMP-1 metallo-beta-lactamase; inhibition, % at 5.6 µM; purified IMP-1, nitrocefin hydrolysis, epi-absorbance fluorescence; AID 1556; 0.45% of 290,000 active;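 active means inhibition above the mean plus 3 SD of all compounds in the same screening run, cut at about 4.5% in these data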;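 further: 0% = IMP-1 with DMSO and 100% = DMSO wells lacking enzyme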
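System: purified IMP-1 / Input: IMP-1 dispensed at 0.2 nM / Medium: 50 mM HEPES pH 7.1, 50 µM ZnSO4, 0.05% Brij 35 / Timing: 15 min enzyme–compound preincubation, then 25 min nitrocefin reaction, 25 °C / Technique: plate fluorescence quenching by hydrolysis product, ex 480/em 530 nm / Repeats: singlicate testing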
NS3 helicase inh – HCV NS3 helicase inhibition | NS3 helicase DNA unwinding, Cy5 molecular beacon fluorescence | inhibition, % at 10.9 µM | 0.56% of 290,000 active | AID 1800;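 active means inhibition above the mean of all tested compounds plus 3 SD, set per campaign, cut at about 35% in these data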;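 further: 0% = DMSO wells and 100% = thioflavine S control wells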
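Assay system – hepatitis C virus NS3 helicase domain fragment enzyme · Buffer or medium – MOPS pH 6.5, MgCl2, DTT, Tween20, BSA · Reagent – Cy5/quencher beacon DNA duplex and ATP to start · Compound – single 10.9 µM dose · Timing – 1 h at 25 °C · Technique – Cy5 beacon fluorescence read at start and 1 h · Measure – % inhibition of unwinding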
IDE cell activ – activators of human insulin-degrading enzyme in cells; 0.073% of 340,000 active; HEK cells, FAbeta-B cleavage, fluorescence polarization; 0% vehicle, 100% cell-free pure enzyme wells; AID 493087; activation, % at 5.96 µM;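 active means activation above the mean of all tested compounds plus 3 SD, set per screening campaign, cut at about 17% in these data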
Target sequence (P14735 whole entry, looked up): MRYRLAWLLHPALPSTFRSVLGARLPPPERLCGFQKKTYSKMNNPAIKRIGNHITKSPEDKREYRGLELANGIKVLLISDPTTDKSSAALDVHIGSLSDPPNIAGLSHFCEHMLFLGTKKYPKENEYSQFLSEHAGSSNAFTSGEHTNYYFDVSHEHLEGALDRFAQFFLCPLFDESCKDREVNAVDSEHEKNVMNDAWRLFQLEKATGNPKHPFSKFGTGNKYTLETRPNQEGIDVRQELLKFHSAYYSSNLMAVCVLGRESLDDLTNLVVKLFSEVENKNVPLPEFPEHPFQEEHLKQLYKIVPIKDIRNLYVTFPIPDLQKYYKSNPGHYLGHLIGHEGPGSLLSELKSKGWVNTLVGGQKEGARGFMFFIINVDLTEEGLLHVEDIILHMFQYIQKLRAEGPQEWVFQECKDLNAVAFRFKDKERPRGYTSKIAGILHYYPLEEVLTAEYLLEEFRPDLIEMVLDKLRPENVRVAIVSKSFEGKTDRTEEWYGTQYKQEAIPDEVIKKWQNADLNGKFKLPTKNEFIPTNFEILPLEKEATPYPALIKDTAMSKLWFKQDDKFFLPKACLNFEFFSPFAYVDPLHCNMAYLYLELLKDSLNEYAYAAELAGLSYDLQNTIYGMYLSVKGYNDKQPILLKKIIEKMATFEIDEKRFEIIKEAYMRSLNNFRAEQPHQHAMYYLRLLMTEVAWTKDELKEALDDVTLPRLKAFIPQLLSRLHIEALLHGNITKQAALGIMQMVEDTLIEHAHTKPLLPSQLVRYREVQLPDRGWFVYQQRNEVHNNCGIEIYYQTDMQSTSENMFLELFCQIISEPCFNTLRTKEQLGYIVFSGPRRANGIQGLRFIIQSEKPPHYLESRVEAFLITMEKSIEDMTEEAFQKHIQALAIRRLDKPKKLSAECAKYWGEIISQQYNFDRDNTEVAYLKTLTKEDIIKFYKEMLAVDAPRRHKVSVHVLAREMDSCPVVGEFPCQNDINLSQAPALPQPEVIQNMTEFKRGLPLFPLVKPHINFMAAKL
UBC9 SUMO inh – blocks human SUMOylation mediated by UBC9 | P63279 | HTRF SUMOylation assay, SAE1/SAE2 + UBC9, in vitro | inhibition, % at 35 µM | 0.36% of 290,000 active; in the data active means inhibition above about 50%, passing the limit was not always enough; further: strong numbers were not always called active
pCIP destab – lowers stability of the mouse p/CIP coactivator protein | 0.01% of 290,000 active | AID 1984 | F442A p/CIP-EGFP cells, EGFP fluorescence, 16 h | decrease of EGFP signal, % at 10 µM | Q05BA5;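 active means EGFP signal decrease of at least 30% at 10 µM or well 3 SD below plate mean, unless failing retest; inactive means the rest, including hits failing retest or dose response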; further: some compounds called inactive have numbers as strong as hits; many of its hits are not listed in these tables
VIM-2 inhibitor – inhibitors of Pseudomonas aeruginosa VIM-2 metallo-beta-lactamase; inhibition, % at 5.6 µM; purified VIM-2, nitrocefin hydrolysis, epi-absorbance fluorescence; 0.89% of 290,000 active;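 active means inhibition above the mean of all tested compounds plus 3 SD, cutoff set per screening run, cut at about 7.5% in these data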;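 further: red hydrolysis product quenches plate fluorescence so inhibitors raise well fluorescence; 0% = enzyme with DMSO and 100% = DMSO without enzyme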
DNA FID counter – displaces DNA intercalator in HCV helicase counter-screen. DNA fluorescent intercalator displacement, fluorescence. inhibition, % at 7.9 µM. 0.17% of 290,000 active; in the data active means inhibition above about 37%;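 further: 0% = vehicle and 100% = reference compound; higher means more ethidium bromide displaced from hairpin DNA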
MEKK3 PB1 HTS – modulators (inhibitors or enhancers) of MEK5 binding to human MEKK3 PB1 domain | Q99759 | bead-based flow cytometry, Alexa488-MEK5 binding to MEKK3; actives lie on both sides; 0 = blocked by unlabeled MEK5, 100 = vehicle | binding response (% of control), % at 10 µM | 1.4% of 290,000 active | AID 1529;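 active means binding response more than 3 SD above or below the average of its plate-row segment, actives on both sides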;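 further: Alexa488 bead fluorescence after subtracting the streptavidin-only scavenger bead signal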
PHOSPHO1 block – PHOSPHO1 (human) inhibition | recombinant PHOSPHO1, absorbance phosphatase assay | inhibition, % at 13.3 µM | 1.1% of 290,000 active; in the data active means inhibition above about 60%
An asterisk follows results filed as active; / = no result given. This is a subset (hit frequency here may not be typical).

SMILES	IMP-1 inh	NS3 helicase inh	IDE cell activ	UBC9 SUMO inh	pCIP destab	VIM-2 inhibitor	DNA FID counter	MEKK3 PB1 HTS	PHOSPHO1 block
COc1ccc(CC(=O)Nc2c3c(nn2-c2ccccc2C)CS(=O)C3)cc1 (configuration not stated)	-2.7	-1.9	4.5	7.8	-4.6	-3.4	-5.5	96.0	2.5
COc1ccccc1NS(=O)(=O)c1ccc2oc(SCc3ccc(F)cc3)nc2c1	-4.0	-5.8	-3.3	-16.6	-22.9	-2.5	-3.9	99.0	13.5
S=C(NCc1cccnc1)Nc1ccc(Cl)cc1Cl	-1.2	-1.4	4.5	8.2	-9.0	-0.9	-3.1	101.0	46.4
COc1ccccc1N1CCN(C(=O)c2ccc(NC3=NC4CS(=O)(=O)CC4S3)cc2)CC1 (configuration not stated)	-2.4	-0.4	2.0	9.6	12.8	-3.5	-21.2	99.0	7.0
O=C(CSc1nnnn1C1CCCC1)Nc1ccc2c(c1)OCO2	-5.2	-1.6	1.8	9.8	-2.2	-3.9	-7.1	99.0	33.6
CC(C)N(Cc1cnn(C)c1)C(=O)c1ccc(OC2CCN(Cc3ccccn3)CC2)cc1	-1.5	1.4	-0.9	-2.2	7.2	-3.4	-4.6	98.0	19.1
O=C(CNC(=O)c1ccccc1F)N/N=C/c1cn[nH]c1-c1ccccc1	-1.8	6.5	-4.7	-2.7	-19.4	-5.1	-6.2	106.0	-21.7
CCCSc1nc(SCC(=O)NCc2ccccc2)c2c3c(sc2n1)COC(C)(CC)C3 (configuration not stated)	-2.3	-0.6	5.3	-28.9	-2.2	-2.9	0.4	104.0	30.5
COc1cccc(NC(=O)CN2CCN(c3ccccc3F)CC2)c1	-1.2	-4.9	1.3	-0.3	-3.8	-1.7	-17.9	109.0	-14.6
CS(=O)(=O)N1CCc2cc(S(=O)(=O)Nc3ccc4oc5c(c4c3)CCCC5)ccc21	-0.2	-24.1	-4.8	-6.4	-7.2	0.5	-13.1	101.0	-27.1
COC(=O)c1ccc(Cl)c(NC(=O)c2ccc(-c3ccccc3)cc2)c1	-0.8	4.1	/	-2.4	-0.3	-2.5	-0.6	102.0	36.6
Cc1cc(C)nc(Sc2ccc(/C=C(\C#N)C(=O)Nc3ccccc3)o2)n1	-3.3	4.2	-3.3	15.7	-9.1	-5.9	-9.4	107.0	3.2
COc1ccc2c(CC(=O)OCC(=O)Nc3cc(C)c(C)cc3[N+](=O)[O-])coc2c1	-3.8	-0.1	1.4	0.6	-14.7	-3.7	-4.1	104.0	-6.9
CC(C)c1ccc(NC(=O)c2ccccc2NC(=O)C2CCCCC2C(=O)O)cc1 (configuration not stated)	2.5	44.9*	1.5	2.5	5.6	-0.2	-49.0	105.0	9.7
O=C(Nc1ccccc1)c1nnn(Cc2ccccc2)c1NC(=O)C(F)(F)F	-0.9	1.7	6.7	25.8	-10.4	-2.8	7.0	94.0	4.4
Cc1ccc(Cl)cc1NC(=O)COC(=O)c1ccc(COc2ccc3c(C)cc(=O)oc3c2)cc1	-4.5	3.0	/	12.7	-2.7	-3.1	-11.6	93.0	3.2
Cc1c(NC(=S)NC(=O)Cc2ccccc2)cccc1C(=O)O	-2.4	4.6	0.9	2.9	1.5	-0.1	2.4	97.0	10.1
CC1(C(=O)N(Cc2ccccc2)Cc2ccccc2)CC1(Br)Br (configuration not stated)	-2.4	-3.9	0.7	-6.6	-2.5	-3.7	-23.8	105.0	1.8
CSc1ncc(C(=O)O)c(C)n1	-2.7	2.3	1.6	4.2	-19.9	-2.0	-2.7	96.0	8.1
COc1cccc(C(=O)Nc2ccc(C(=O)NCC(C)C)cc2)c1	-0.3	3.4	0.7	6.9	-1.7	-0.6	-15.2	91.0	24.6
O=C(Nn1cnnc1)c1ccc(Br)s1	-0.9	8.4	-0.2	2.9	-5.9	1.7	-3.0	104.0	-3.4
COc1ccc(CC(=O)NCc2n[nH]c(=S)n2C)cc1	-1.2	0.5	-0.2	8.8	-12.7	-1.2	-3.2	76.0	28.1
Cc1cc(Br)ccc1SCC(=O)OCC(=O)N1CCN(C(=O)c2ccco2)CC1	-0.6	-3.0	0.7	21.8	-2.7	-2.6	-23.4	99.0	8.9
C#CCOCCOCCOCCNc1nc(N2CCN(C(=O)[C@H]([C@@H](C)O)n3cc(CCCCN)nn3)CC2)nc(N2CCN(C(=O)[C@H](Cc3ccc(O)cc3)n3cc(CCO)nn3)CC2)n1	-1.7	-36.9	1.2	-1.5	-0.9	-1.5	9.3	83.0	-18.5
CCN(CC)S(=O)(=O)c1ccc(NC(=O)COC(=O)c2ccc(-n3nc(C)cc3C)cc2)cc1	-1.8	-6.9	-10.2	-18.0	-1.1	-0.9	-20.9	101.0	-43.0
Following part
SMILES	IMP-1 inh	NS3 helicase inh	IDE cell activ	UBC9 SUMO inh	pCIP destab	VIM-2 inhibitor	DNA FID counter	MEKK3 PB1 HTS	PHOSPHO1 block
Cc1cccc(Nc2nc(N3CCN(C)CC3)nc(N)c2[N+](=O)[O-])c1	-2.8	-4.4	-2.8	14.5	-34.8	-2.3	6.8	104.0	13.2
Cc1ccc(NC(=O)COC(=O)c2ccc3c(c2)OCCO3)cc1S(=O)(=O)N1CCOCC1	0.7	-0.9	-6.8	-1.2	3.9	-0.4	-23.8	98.0	4.4
CC(=O)Nc1cccc(-n2nnc(SCC(=O)Nc3ccc(F)c(Cl)c3)n2)c1	-1.3	-5.5	/	1.0	-3.2	-1.1	-3.9	103.0	-3.6
Cc1oc(/N=C/c2ccc(Cl)cc2)c(C#N)c1C	-2.3	6.0	7.0	-0.6	3.4	-4.0	1.1	102.0	-5.4
COCCCN1C(=O)C(=O)/C(=C(/O)c2ccc(OC)cc2C)C1c1cccnc1 (configuration not stated)	-1.6	0.2	5.0	9.2	-1.9	-1.0	-0.5	104.0	-0.1
Cc1ccc(C(=O)N/C(=C\c2ccc(-c3cccc([N+](=O)[O-])c3)o2)C(=O)NCCCN2CCOCC2)cc1	1.8	-18.0	4.0	7.5	-0.3	3.3	43.5*	101.0	17.1
O=C(NCc1cccnc1)C(=O)NCC(c1ccco1)N1CCOCC1 (configuration not stated)	-3.6	-18.5	2.4	6.6	1.1	-4.3	-6.0	111.0	-80.6
COCCOC(=O)C1=C(N)Oc2c(oc(CO)cc2=O)C1c1ccccc1F (configuration not stated)	-1.1	0.2	2.8	-7.3	-15.3	2.5	-9.0	103.0	12.4
COc1cccc(C(=O)Nc2ccc3nc(N4CCOCC4)cc(C)c3c2)c1	-3.3	-1.1	-4.4	15.2	-6.5	-4.7	-2.0	101.0	14.1
CC1CCN(C2=NC(=O)/C(=C/c3ccccc3F)S2)CC1	-3.5	-12.6	3.5	-9.2	1.4	0.3	-23.4	108.0	19.9
CN(CC(=O)NCCN1CCCCCC1)S(=O)(=O)c1cccc2nsnc12	-5.5	-8.1	7.2	12.7	-11.9	-2.4	5.6	100.0	20.8
COc1ccc(OC)c(C(C)NC(=O)C(C)Cc2ccccc2)c1 (configuration not stated)	-1.7	-3.4	5.8	-4.4	-7.4	-1.9	-16.9	104.0	19.2
O=C(O)c1ccc(C(=O)C(=O)c2ccccc2)cc1	-3.2	14.1	6.5	13.8	-3.9	-1.7	1.6	92.0	4.1
COCCn1c(=O)[nH]c2cc(C(=O)NC3CCCCCC3)ccc2c1=O	-2.3	-8.1	2.0	25.8	-7.0	-4.1	1.3	111.0	-2.3
O=C(/C=C/c1ccc(Cl)c([N+](=O)[O-])c1)c1cccnc1	-0.8	1.9	5.7	13.3	-1.1	-2.4	-3.4	99.0	-129.1
CN1CCN(NC(=O)c2ccc(S(=O)(=O)N3CC4(C)CC3CC(C)(C)C4)cc2)CC1 (configuration not stated)	0.8	-47.7	12.4	20.4	9.9	2.2	31.1	101.0	-29.1
CCN1CCN(c2cc3c(cc2F)c(=O)c(S(=O)(=O)c2ccccc2)cn3C)CC1	-2.9	-6.0	-1.6	13.3	-16.0	5.0	15.4	99.0	27.9
C=C(C)C(=O)Nc1cccc(C2=NOC3(C2)C[C@@H](C(N)=O)N(C(=O)c2ccc(Cl)cc2)C3)c1 (some centres not stated)	/	/	/	20.2	-11.5	/	/	84.0	26.5
COc1ccc2c(c1)c(=O)oc1cc(O)ccc12	-1.7	9.6	7.3	3.9	-0.3	1.7	0.9	105.0	23.7
O=C(CSc1nnc(COc2ccc(Cl)cc2)o1)N1c2ccccc2CCc2ccccc21	-2.5	-8.8	3.8	-1.2	-9.8	-4.7	-28.3	99.0	2.3
Cc1[nH]c2ccccc2c1C(=O)C(=O)N1CCN(C(=O)c2ccco2)CC1	-0.7	0.2	7.5	-22.0	-4.6	0.0	-4.0	97.0	-10.4
Cc1cc(CNC(=O)COc2ccccc2F)c2ccccc2n1	-1.3	2.2	3.1	-1.5	-4.7	-2.4	-6.1	104.0	32.2
O=C1c2cccc3cccc(c23)C(=O)N1OS(=O)(=O)c1ccc(Br)cc1	-1.1	-2.3	4.9	6.3	-6.9	-1.5	-0.7	76.0	-2.9
COc1ccccc1C/C(N)=N/O	-2.7	2.8	6.8	17.1	-20.2	-0.4	3.4	104.0	-6.9
O=C(Cc1ccc(O)cc1)NCCNC(=S)NCc1ccccc1	-3.4	19.5	0.4	8.0	0.0	1.1	-3.3	90.0	16.6
The results go on:
SMILES	IMP-1 inh	NS3 helicase inh	IDE cell activ	UBC9 SUMO inh	pCIP destab	VIM-2 inhibitor	DNA FID counter	MEKK3 PB1 HTS	PHOSPHO1 block
C=CCSC1=N/C(=C\c2ccsc2)C(=O)S1	-3.6	18.9	7.3	-5.8	-19.8	-2.1	-5.6	101.0	31.7
Fc1cccc(NC(=S)Nc2cccnc2)c1	-0.8	-19.5	0.5	-3.0	13.4	-1.4	-1.8	103.0	3.5
N#C/C(=N\Nc1ccccc1)C(=N)N1CCOCC1	-1.4	0.1	9.4	4.0	-2.8	-2.4	1.1	130.0*	11.3
Cc1ccc(-c2nc(=S)c3c(n2Cc2ccco2)CCCC3)cc1	-3.9	40.8*	0.1	19.5	-1.3	-0.8	-8.8	103.0	33.6
O=C(Cc1ccc(Cl)cc1)Nc1ccc(N2CCCC2)cc1	0.8	2.9	-2.5	14.2	-8.5	-2.6	3.4	104.0	35.6
CCN1C(=O)c2cccc3c(S(=O)(=O)Nc4ccncc4)ccc1c23	-1.1	2.6	3.7	46.9	-9.6	-4.0	7.7	103.0	-38.1
CN1CCN(C(c2ccc(C(F)(F)F)cc2)c2cc(Cl)c3cccnc3c2O)CC1 (configuration not stated)	-2.0	-40.0	/	-60.3	-26.3	-4.5	-1.6	105.0	-104.2
COc1ccccc1C(=O)Nc1nnc(S(=O)(=O)N2CCOCC2)s1	-1.0	-0.4	-2.6	/	-8.7	0.8	-13.0	101.0	46.9
NC1=NC2(CCCCC2)n2c(nc3ccccc32)N1	-3.6	-0.7	-4.8	3.6	-11.9	-2.3	0.3	103.0	0.9
COc1ccccc1NC(=O)c1oc2ccccc2c1NC(=O)c1ccco1	-3.7	2.8	-2.0	16.9	5.9	-1.8	-2.1	102.0	31.7
